# Screening data (PubChem BioAssay)
# H1N1 NS1A inhibition: H1N1 influenza NS1A inhibitors, functional cell based assay (AID 504329). NS1A functional cell-based assay, percent inhibition; higher % means a stronger effect. inhibition, % at 12.5 µM; hits with a dose series show IC50 in µM. 340,000 compounds, 0.3% hits; in the data active = a potency from the dose series; inconclusive = inhibition above about 27% without an active follow-up result; also: strong numbers were not always called active
# inhibitors of VEEV: inhibitors of VEEV TC-83 cytopathic effect, confirmation, Vero cells (AID 588727); Vero cells, VEEV TC-83 cytopathic effect inhibition; higher % means a stronger effect; inhibition, % at 20 µM; hits with a dose series show IC50 in µM; 350,000 compounds, 0.13% hits; in the data active = a potency from the dose series; inconclusive = inhibition mostly from about 14% at the one dose, without a potency; inactive = the rest, 99 in 100 with inhibition below about 12%; also: strong numbers were not always called active
# H37Rv inhibition: M. tuberculosis growth inhibition, HTS (AID 449762) | M. tuberculosis H37Rv growth inhibition, 7H9 media; higher % means a stronger effect | inhibition, % at 25 µM; hits with a dose series show IC50 in µM | 330,000 compounds, 0.59% hits; in the data active = a potency from the dose series; inconclusive = inhibition above about 70% without an active follow-up result;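 also: bacterial growth assessed after seven days of incubation; strong numbers were not always called active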
# PhoP GFP inhibition: PhoP regulon inhibitors, Salmonella typhi PhoP promoter GFP reporter, confirmatory (AID 1850); Salmonella Typhi PhoP-promoter GFP reporter, fluorescence, 4 h; higher % means a stronger effect; 310,000 compounds, 0.33% hits; inhibition, % at 50 µM; hits with a dose series show IC50 in µM; in the data active = a potency from the dose series; inconclusive = inhibition mostly from about 25% at the one dose, without a potency; inactive = the rest, 99 in 100 with inhibition below about 19%;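 also: 0% = induced wells with vehicle and 100% = uninduced wells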
# M. tuberculosis: growth inhibition of non-replicating M. tuberculosis (AID 488890); Mycobacterium tuberculosis non-replicating, growth inhibition; higher % means a stronger effect; 320,000 compounds, 0.39% hits; inhibition, % at 25 µM, or IC50 in µM where a hit was titrated; in the data active = a potency from the dose series; inconclusive = inhibition mostly from about 82% at the one dose, without a potency; inactive = the rest, 99 in 100 with inhibition below about 76%;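 also: plate controls were DMSO cells for no effect and high antibiotic wells for full effect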
# inhibitors of VEEV 10K pilot screen: second read-out of inhibitors of VEEV, no call of its own (marks repeat the call); inhibition, %; measured here: 10K pilot screen inhibition
# An asterisk follows results filed as active; i = inactive; ? = inconclusive; . = not tested or not shown.
SMILES,H1N1 NS1A inhibition,inhibitors of VEEV,H37Rv inhibition,PhoP GFP inhibition,M. tuberculosis,others
CNS(=O)(=O)c1cccc(C(=O)OCC(=O)/C=C2/N(C)c3ccccc3C2(C)C)c1,9%,i,9%,17%,2%,
CCCN1C(=O)C2(SC(NC(C)=O)=NN2C(C)=O)c2cc(C)ccc21 (stereo unspecified),-3%,0.8%,-7%,8%,6%,
CCOCCCNC(=O)c1c(N)n(-c2ccc3c(c2)OCO3)c2nc3ccccc3nc12,-1%,1.0%,-1%,8%,-8%,
Cc1cc(C)c(NC(=O)c2ccc[n+](Cc3ccc([N+](=O)[O-])cc3)c2)c(C)c1,0%,1.5%,-4%,-3%,29%,
OC(CNCC1CCCO1)Cn1c2ccc(Cl)cc2c2cc(Cl)ccc21 (stereo unspecified),-3%,i,?,35µM*,8.4µM*,
CC1(C)CC(=O)C(C(C2=C(O)CC(C)(C)CC2=O)c2ccco2)C(=O)C1 (stereo unspecified),-1%,3.2%,10%,-1%,?,
Cc1ccc(C(=O)NC2CCN(C(=O)Nc3ccccc3Cl)CC2)cc1,10%,1.5%,-1%,2%,28%,
CSc1ccc(Cl)c(C(=O)N2CCOc3ccccc32)c1,0%,i,-4%,2%,40%,
CCn1c2ccccc2c2nnc(SCc3ccccc3)nc21,-9%,7.2%,-13%,-8%,.,
CCCCn1nc2cc(C(=O)NCc3cc(C(F)(F)F)cc(C(F)(F)F)c3)ccc2c1OC,-4%,0.7%,-3%,9%,-10%,
CCOc1ccc(NC(=O)C2CC(=O)N(c3ccccc3F)C2)cc1 (stereo unspecified),0%,0.4%,1%,10%,-8%,
CN1CCN(C(CNC(=O)C(=O)Nc2ccc3c(c2)OCCO3)c2ccc(F)cc2)CC1 (stereo unspecified),-3%,1.9%,-1%,4%,5%,
O=C(O)c1cc(-c2ccco2)nn1-c1ccc(Cl)cc1,9%,0.7%,.,.,.,
Cc1cc(C(C)(C)C)cc(S(=O)(=O)NCC(=O)O)c1C,1%,0.5%,-9%,-5%,-14%,
N#Cc1ccc(C23CC4(C2)[C@H](CN(Cc2ccc(-c5ccccc5)cc2)[C@@H]4c2ccccc2)C3c2ccc(Cl)nc2)cc1 (stereo partly specified),5%,0.5%,-5%,1%,16%,
CC1=NN(C(=O)CCc2ccccc2O)C(O)(C(F)(F)F)C1 (stereo unspecified),-2%,0.1%,-9%,-10%,75%,
CCN1CCN(C(=O)c2cc3c(=O)n(C)c4ccccc4c3n2C)CC1,8%,0.7%,-6%,1%,2%,
O=C(COC(=O)C12CC3CC(CC(O)(C3)C1)C2)Nc1ccc(OC(F)F)cc1,-16%,2.1%,.,.,.,
CC(=O)Nc1ccc(S(=O)(=O)N(C)CC(=O)Nc2ccc(Br)cc2F)cc1,7%,1.5%,-7%,-8%,9%,
CC(OC(=O)/C=C/c1ccccc1)C(=O)Nc1ccc2c(c1)OCCO2 (stereo unspecified),-1%,1.4%,7%,.,-32%,
CCN(CC)S(=O)(=O)c1ccc(OC)c(NC(=O)/C=C/c2ccco2)c1,-6%,2.6%,4%,4%,19%,
CCC1(CC)C(=O)NC(=O)NC1=Nc1ccccc1,-5%,0.8%,-6%,19%,-25%,
CCCCc1c(C)nn(-c2nnc3c4ccccc4n(C)c3n2)c1C,-8%,2.6%,3%,-2%,62%,
CCN(CC)S(=O)(=O)c1ccc(OC)c(NC(=O)c2ccc(-n3cncn3)c([N+](=O)[O-])c2)c1,-5%,0.1%,-5%,1%,6%,
CN1C(=O)COc2c(C(=O)NC3CN4CCC3CC4)cc(Cl)cc21 (stereo unspecified),.,.,?,3%,10%,
# Next section.
SMILES,H1N1 NS1A inhibition,inhibitors of VEEV,H37Rv inhibition,PhoP GFP inhibition,M. tuberculosis,others
CN(CCc1ccccn1)C(=O)CCC1CCCN(C(=O)c2cccc(N(C)C)c2)C1 (stereo unspecified),-8%,0.8%,-4%,-10%,1%,
CN(CCc1ccccc1)C(=O)c1ccc(NC(=O)Cc2cccc(NC(=O)C3CCN(C(=O)C4CC4)CC3)c2)cc1,0%,i,.,.,.,
C=CCC[C@@H](Cc1ccc(F)cc1)C(=O)OC[C@@H]1CCCN1C(=O)[C@@H](CC=C)CC(=O)N[C@@H](CO)Cc1ccccc1,-2%,i,13%,.,62%,
Cc1nc(-c2ccccc2)cn2c1nc1ccccc12,-10%,9.3%,?,-5%,72%,
O=C(O)c1ccc(CSc2nnc(Cc3ccccc3)o2)cc1,28%,0.6%,-4%,0%,23%,
CC(CC(=O)O)CC(=O)Nc1cc(C(F)(F)F)cc(C(F)(F)F)c1 (stereo unspecified),-2%,i,-4%,-4%,-16%,
COc1ccc(NC(=O)N(C)C[C@H]2Oc3ccc(NC(=O)Nc4c(C)noc4C)cc3C(=O)N([C@H](C)CO)C[C@@H]2C)cc1,-11%,0.2%,0%,.,11%,
O=C(Cc1ccc(NC(=O)C2CCCN(C(=O)C3CCCCC3)C2)cc1)Nc1cccc(C(=O)N2CCCCC2)c1 (stereo unspecified),-21%,i,.,.,.,
COc1ccc(/C=N/Nc2cc(OC)ncn2)cc1,3%,3.5%,0%,-11%,13%,
O=C1/C(=N\S(=O)(=O)c2cccs2)C([n+]2ccc(CCCc3ccccc3)cc2)=C([O-])c2ccccc21,.,2.1%,18µM*,-13%,21%,
CC(C)CC(NC(=O)OCc1ccccc1)C(=O)NC(Cc1ccccc1)C(=O)CCl (stereo unspecified),-20%,20µM*,.,.,.,
CNC(=S)N1C2CCCC1CC(NC(=O)c1ccc(F)cc1)C2 (stereo unspecified),-1%,0.3%,-7%,-1%,-7%,
CCN(CC)C(NC(=O)c1ccccc1)C(=O)c1ccccc1 (stereo unspecified),9%,1.2%,-1%,-5%,13%,
O=[N+]([O-])c1cccc(C=NNc2ccc3ccccc3n2)c1O,-13%,29%,.,.,.,
O=S(=O)(CS(=O)(=O)c1ccccc1)c1ccccc1,-25%,1.3%,.,.,.,
COc1ccccc1N1CCN(C2CCCN(C(=O)c3ccnc4ccc(C)cc34)C2)CC1 (stereo unspecified),-3%,1.9%,4%,-1%,9%,
COc1ccc(-c2cc(C(=O)Nc3c(C)nn(Cc4ccccc4Cl)c3C)no2)cc1,3%,0.1%,1%,-5%,-1%,
Cc1ccc(C(=O)OCC(=O)Nc2cc(S(C)(=O)=O)ccc2Cl)cc1S(=O)(=O)N1CCCCC1,-5%,3.8%,-13%,-7%,10%,
CCS(=O)(=O)c1ccc2oc(SCC(=O)NCCc3ccccc3)nc2c1,4%,0.6%,9%,2%,68%,
COc1ccc(S(=O)CC(=O)Nc2ccc(Cl)cc2Cl)cc1 (stereo unspecified),-2%,1.2%,-3%,1%,2%,inhibitors of VEEV 10K pilot screen=1.1
O=C(Cc1cccc(NC(=O)C2CCCN(C(=O)C3CCCC3)C2)c1)Nc1ccc(C(=O)N2CCOCC2)cc1 (stereo unspecified),-6%,1.2%,.,.,.,
CC1CCN(S(=O)(=O)c2ccc(S(=O)(=O)NCC3COCCO3)cc2)CC1 (stereo unspecified),1%,i,0%,9%,10%,
O=c1c2cc(N3CCOCC3)ccc2[nH]c(=S)n1CCCN1CCCC1,4%,6.0%,-1%,11%,18%,
COc1cccc(COc2cc3ccccc3nc2C)c1,-2%,i,7%,-1%,42%,
CCOC(=O)c1[nH]c(CSc2nnc(-c3ccc(OC)cc3)o2)c(C(=O)OCC)c1C,-1%,7.8%,-4%,8%,-5%,
# Next entries
SMILES,H1N1 NS1A inhibition,inhibitors of VEEV,H37Rv inhibition,PhoP GFP inhibition,M. tuberculosis,others
CCOc1ccc(NC(=O)C2CC=CCC2C(=O)O)cc1 (stereo unspecified),4%,0.4%,?,-6%,7%,
CCOC(=O)N1CCN(C(=O)COc2ccccc2OC)CC1,5%,0.8%,-4%,-2%,-2%,
O=C(CN1CCCC1)Nc1c(Cl)cccc1Cl,-29%,i,-6%,9%,-7%,
O=C(COc1ccc(Cl)cc1Cl)Nc1nnc(C2=COCCO2)o1,-9%,0.5%,3%,7%,56%,
COc1cc(C(=O)COC(=O)c2cccs2)cc(OC)c1OC,5%,2.2%,-3%,.,30%,
CCCCC(=O)N/N=C/c1c(O)n(CCC2=CCCCC2)c(=O)[nH]c1=O,.,10%,1%,-1%,35%,
O=C(O)CCNC(=O)c1ccccc1,1%,1.0%,-3%,-6%,-13%,
COc1ccc(NC(=O)n2ncc3c(C)cccc32)cc1OC,-4%,6.8%,5%,-14%,5%,
COc1ccc(OC)c(CNC(=O)C2CCN(S(=O)(=O)N3CCCC3)CC2)c1,-3%,0.6%,2%,-2%,6%,
O=C(N=C1SC2CS(=O)(=O)CC2N1c1ccc(Cl)c(Cl)c1)C1CCCO1 (stereo unspecified),10%,2.7%,-6%,-2%,-7%,
CC(=O)Nc1ccc(NC(=O)CSC2=NS(=O)(=O)c3ccccc3N2)cc1,3%,1.1%,-1%,10%,15%,
CCN1/C(=C/C=C/C=C/c2sc3ccccc3[n+]2CC)Sc2ccccc21,.,.,?,13µM*,?,
COc1ccc(NC(=O)c2cc(S(=O)(=O)N3CCCCC3)c[nH]2)c(OC)c1,4%,2.2%,-5%,.,16%,
COc1ccc(OC)c(COC(=O)c2cc([N+](=O)[O-])ccc2N2CCOCC2)c1,8%,9.2%,7%,.,3%,
O=C(C[n+]1cccc(NC(=O)c2ccccc2)c1)c1ccccc1,6%,0.2%,-7%,2%,13%,
COCCOc1ccc(C(F)(F)F)cc1NC(=O)COC(=O)c1ccc(N2CCCC2=O)cc1,-20%,0.5%,2%,.,-17%,
CCN(C(=O)c1ccc(S(=O)(=O)N2CCCCC2)cc1)C1CCS(=O)(=O)C1 (stereo unspecified),-5%,0.2%,-1%,8%,-10%,
COc1ccccc1N=Cc1c(C)c(C#N)c2[nH]c3ccccc3n2c1=O,-2%,9.8%,?,2%,?,
CC(C)c1ccccc1-n1c(SCC(=O)c2ccc3c(c2)NC(=O)CO3)nc2ccccc2c1=O,-2%,?,7%,-1%,42%,
O=C(c1ccc(CNc2c(NC3CCCCC3)c(=O)c2=O)cc1)N1CCc2ccccc21,4%,0.5%,.,.,.,
CCOC(=O)c1c(NC(=S)Nc2cc([N+](=O)[O-])ccc2OC)sc2c1CCCCC2,.,.,-2%,-12%,?,
COC(=O)c1cc(S(=O)(=O)Nc2cccc(C)c2C)cn1C,-3%,0.0%,-9%,9%,1%,
O=C(NCC1CCCO1)c1cc2ccccc2nc1Cl (stereo unspecified),-1%,0.1%,0%,5%,11%,
COc1ccc(-c2cc(C(F)F)n3ncc(C(=O)Nc4ccc(C(=O)N5CCOCC5)cc4)c3n2)cc1,-2%,11%,15%,0%,3%,
CC(=O)c1ccc(OCCCC(=O)N2CCN(S(=O)(=O)c3cc(C)ccc3C)CC2)cc1,-4%,5.7%,-9%,4%,2%,
Cn1nc(C(=O)Nc2ccccc2)c2c1-c1ccccc1S(=O)(=O)C2,-3%,3.3%,-4%,6%,-12%,
CC1CN(CC(=O)Nc2cccc(C(=O)Nc3cccc(C(F)(F)F)c3)c2)CC(C)O1 (stereo unspecified),0%,10%,-16%,-9%,2%,
CCC(C)c1ccc(S(=O)(=O)N2CC(=O)Nc3ccccc32)cc1 (stereo unspecified),0%,1.5%,8%,1%,8%,
COC(=O)CN(C#N)c1nc(N(C)C)nc(N(C)C)n1,-6%,1.3%,?,-12%,i,
O=S(=O)(NC1CCN(S(=O)(=O)c2c(F)cccc2F)CC1)c1ccc2c(c1)OCCO2,-1%,0.9%,-8%,.,17%,

# Reprinted at random: 2 records from the list, in no set order.
SMILES,H1N1 NS1A inhibition,inhibitors of VEEV,H37Rv inhibition,PhoP GFP inhibition,M. tuberculosis,others
COc1ccc(NC(=O)c2cc(S(=O)(=O)N3CCCCC3)c[nH]2)c(OC)c1,4%,2.2%,-5%,.,16%,
CCOC(=O)c1[nH]c(CSc2nnc(-c3ccc(OC)cc3)o2)c(C(=O)OCC)c1C,-1%,7.8%,-4%,8%,-5%,

# Among those listed so far, these contain an NH in an aromatic ring.
SMILES,H1N1 NS1A inhibition,inhibitors of VEEV,H37Rv inhibition,PhoP GFP inhibition,M. tuberculosis,others
O=c1c2cc(N3CCOCC3)ccc2[nH]c(=S)n1CCCN1CCCC1,4%,6.0%,-1%,11%,18%,
CCOC(=O)c1[nH]c(CSc2nnc(-c3ccc(OC)cc3)o2)c(C(=O)OCC)c1C,-1%,7.8%,-4%,8%,-5%,
CCCCC(=O)N/N=C/c1c(O)n(CCC2=CCCCC2)c(=O)[nH]c1=O,.,10%,1%,-1%,35%,
COc1ccc(NC(=O)c2cc(S(=O)(=O)N3CCCCC3)c[nH]2)c(OC)c1,4%,2.2%,-5%,.,16%,
COc1ccccc1N=Cc1c(C)c(C#N)c2[nH]c3ccccc3n2c1=O,-2%,9.8%,?,2%,?,
